DAX1 inh-1: NR0B1 (DAX1) inhibition | AID 504766 | 340,000 compounds, 0.99% hits | P51843 | HEK293 Gal4-DAX1 luciferase reporter, luminescence | inhibition, % at 6.75 µM;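 active = inhibition above the mean over all tested compounds plus 3 SD, cut at about 4.2% in these data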;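 also: 0% = DAX1-transfected cells with DMSO and 100% = empty-vector control cells with DMSO; inhibition shows as a rise in luminescence from relieved DAX1 repression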
Target sequence (P51843 207-470 limits assumed): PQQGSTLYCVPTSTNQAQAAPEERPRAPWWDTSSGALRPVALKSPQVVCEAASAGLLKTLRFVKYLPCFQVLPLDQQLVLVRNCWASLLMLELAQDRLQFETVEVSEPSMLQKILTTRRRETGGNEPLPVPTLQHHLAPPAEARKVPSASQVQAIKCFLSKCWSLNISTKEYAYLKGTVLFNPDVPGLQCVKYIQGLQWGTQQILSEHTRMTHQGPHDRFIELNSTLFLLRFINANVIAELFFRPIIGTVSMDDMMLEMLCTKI
GAA850 FXN act: increases GAA850 frataxin promoter reporter activity; HEK293 lucGAA850 FXN promoter luciferase reporter, 24 h; percent of 10 µM SAHA response; AID 540364; activation, % at 6 µM; 360,000 compounds, 0.56% hits;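 active = activation above the average of all compounds screened plus 3 SD, cutoff fixed separately per campaign, cut at about 7.5% in these data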;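 also: 0% = DMSO wells and 100% = 10 µM SAHA wells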
ssDAF12 agonist: activators of S. stercoralis DAF-12 nuclear receptor | HEK293 ssDAF-12/GRIP1 lit1-tk-luc reporter, luminescence; % of 3 µM dafachronic acid response | activation, % at 6.8 µM | 370,000 compounds, 1% hits;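 active = activation above the mean over all tested compounds plus 3 SD, cut at about 0.9% in these data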;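 also: 0% = DMSO-only wells and 100% = 3 µM delta7-dafachronic acid wells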
hgDAF12 agonist: activates the H. glycines DAF-12 receptor ligand-binding domain | HEK293 GAL4-hgDAF12 UAS-luciferase reporter, agonist luminescence; normalized to butyrate control | activation, % at 6.8 µM | 370,000 compounds, 1.8% hits;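 active = activation above a cutoff set at the mean of all screened compounds plus 3 SD, cut at about 10% in these data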;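 also: 0% = DMSO wells and 100% = sodium butyrate wells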
DAX1 inh-2: blocks DAX1 repression of SF-1 activated StAR promoter; HEK293T StAR-luciferase reporter, SF-1/DAX-1 repression relief; inhibition, % at 6.8 µM; 370,000 compounds, 1.1% hits; AID 652010;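 active = inhibition above the mean over all tested compounds plus 3 SD, cut at about 3.6% in these data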;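 also: 0% = DAX-1 cells with DMSO and 100% = cells lacking DAX-1 with DMSO; higher inhibition means more luminescence from relief of DAX-1 repression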
KLK7 zymogen act: proKLK7 (human) activation, primary screen; activation, % at 7 µM; 370,000 compounds, 0.9% hits; P49862; purified proKLK7, EDANS-DABCYL substrate fluorescence; 100% is mature enzyme control, 0% vehicle; AID 652039;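 active = activation above the mean of all tested compounds plus 3 SD, computed per campaign excluding outliers beyond control limits, cut at about 13% in these data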
SMARCA2 act: activators of SMARCA2 function. activation, % at 9.1 µM. 370,000 compounds, 1% hits. MG213 cells, MMTV-luciferase reporter, dexamethasone, overnight; in the data active = activation above about 7.8%;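 also: 0% = vehicle wells and 100% = reference activator wells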
HGIII-sPLA2 inh: Inhibits HGIII-sPLA2 liposome hydrolysis, primary screen. Q9NZ20. QFRET BODIPY PC-A2 liposome hydrolysis, fluorescence. inhibition, % at 12.2 µM. 370,000 compounds, 0.56% hits;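 active = inhibition above mean plus 3 SD of compounds lying within the high and low control bounds, cut at about 19% in these data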;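 also: 0% = median of test compound wells and 100% = no enzyme DMSO wells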
Target sequence (Q9NZ20 whole entry, looked up): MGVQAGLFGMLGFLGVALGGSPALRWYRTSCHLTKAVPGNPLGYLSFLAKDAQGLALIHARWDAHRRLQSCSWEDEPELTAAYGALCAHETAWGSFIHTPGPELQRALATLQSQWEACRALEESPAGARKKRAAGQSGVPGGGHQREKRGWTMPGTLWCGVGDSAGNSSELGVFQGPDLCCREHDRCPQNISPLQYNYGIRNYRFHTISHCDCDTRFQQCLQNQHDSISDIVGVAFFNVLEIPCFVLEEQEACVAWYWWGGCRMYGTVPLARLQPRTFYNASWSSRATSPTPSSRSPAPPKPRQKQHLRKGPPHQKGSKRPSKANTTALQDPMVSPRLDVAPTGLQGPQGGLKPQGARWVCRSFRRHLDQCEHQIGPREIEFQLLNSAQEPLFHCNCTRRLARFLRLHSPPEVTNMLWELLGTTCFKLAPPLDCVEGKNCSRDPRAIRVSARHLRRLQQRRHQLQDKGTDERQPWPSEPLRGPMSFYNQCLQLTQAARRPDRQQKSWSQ
NPR1 activator: GC-A (human) enzyme activation. P16066. HEK293 GC-A cells, cGMP TR-FRET, EC30 ANP; 0% at EC30 ANP, 100% saturating ANP. activation, % at 10 µM. 370,000 compounds, 0.14% hits; in the data active = activation above about 40%
hcDAF-12 act: activates DAF-12 receptor from parasite H. contortus | activation, % at 6.8 µM | 370,000 compounds, 1.4% hits | HEK293 hcDAF-12 lit1-tk-luc reporter, luminescence; 0% DMSO, 100% Δ7-dafachronic acid;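 active = activation above the mean of all tested compounds plus 3 SD, cut at about 5.5% in these data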;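 also: 100% = response to 3 µM Δ7-dafachronic acid high control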
GC-B act: GC-B (human) receptor activation; P20594; HEK293-GC-B cells, CNP EC30, cGMP TR-FRET; 0% at EC30 CNP, 100% saturating CNP; activation, % at 10 µM; 370,000 compounds, 0.11% hits; AID 1920062;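 active = activation at 10 µM reaching about 35% in either raw or pattern-adjusted values, limit read from the data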
* marks the source's active call; other numbers are inactive results; . = not tested or not shown.

molecule,DAX1 inh-1,GAA850 FXN act,ssDAF12 agonist,hgDAF12 agonist,DAX1 inh-2,KLK7 zymogen act,SMARCA2 act,HGIII-sPLA2 inh,NPR1 activator,hcDAF-12 act,GC-B act
CC1(C)S[C@@H]2[C@H](NC(=O)COc3ccccc3)C(=O)N2C1C(=O)OCc1ccccc1 (stereo partly specified),0.7,-0.7,-1.3,3.5,0.4,-0.1,1,-7,2,-1.3,3
Cc1csc(NC(=O)c2ccc(COc3ccc(Cl)c(Cl)c3)o2)n1,.,.,-0.9,-0.3,1.2,0.0,3,-1,24,-2.0,-2
C=CC[C@@H](CC(=O)N(CCO)Cc1ccccc1)C(=O)N[C@@H](COC(=O)[C@@H](CC=C)Cc1ccc(F)cc1)Cc1ccccc1,0.1,0.7,-1.6,-5.4,-1.0,0.1,-2,-26,-7,-2.2,-7
COc1ccccc1/C=C/CN1CCCC(CCC(=O)NCc2ccccc2F)C1 (stereo unspecified),-0.2,0.6,-1.8,0.0,-0.6,-0.3,-3,-10,-5,-1.1,-9
CCN(CC(=O)Nc1ccc(OC)cc1)C(=O)C1CCN(C(=O)c2ccc(Cl)cc2)CC1,1.6,-0.7,-1.6,3.0,0.8,-0.6,-1,-5,-2,0.5,0
CCOC(=O)c1[nH]c2c(c1C)C(=O)CC(c1ccc(OC)c(OC)c1)C2 (stereo unspecified),-0.9,1.4,-1.6,-1.3,-0.5,0.3,-1,-5,1,-1.7,-3
COC(=O)c1ccc(NC(=O)CSc2nnc(-c3ccccc3Br)n2-c2ccccc2)cc1,-0.2,0.0,-0.8,6.6,-1.0,0.5,0,-5,-5,0.2,-3
Cc1ccc(-c2ccc(CN3C(C)C(=O)N(Cc4cn(Cc5ccco5)nn4)CCS3(=O)=O)cc2)c(C)c1 (stereo unspecified),.,.,-1.6,-1.0,-0.7,0.2,-1,-37,-10,-1.4,1
CCCCC(CC)CNS(=O)(=O)c1ccc2c(c1)CCN2C(=O)CCC(=O)O (stereo unspecified),-0.8,0.0,-0.9,0.5,-0.4,0.4,6,1,-2,-1.2,2
Cc1ccccc1CS(=O)(=O)c1nnc([C@H](Cc2ccccc2)NC(=O)OC(C)(C)C)o1,-0.7,12*,-1.6,-7.3,0.0,1.2,-10,-25,-27,-1.9,-14
CCN1C(=O)[C@H]2[C@@H](c3ccc(C)cc3)N[C@]3(CCCN(CCC(C)C)C3=O)[C@H]2C1=O,1.8,1.6,-1.2,-2.1,-0.7,0.8,-4,16,1,-0.7,0
Cc1ccc(OCCC(=O)OCC(=O)c2c(N)n(C)c(=O)n(C)c2=O)cc1,1.0,2.5,-0.7,2.0,0.1,0.0,-1,1,9,-0.6,1
CCCCn1c(=O)c(-c2ccccc2)c(O)c2ccccc21,-1.0,1.4,-1.0,2.1,0.9,1.0,-1,-13,2,-1.8,1
CCCCn1c(=O)c2c(O)cc(=O)oc2c2ccccc21,-0.9,1.9,-2.0,-1.3,0.1,-0.1,5,1,-1,0.5,-10
O=C(Cc1ccc(S(=O)(=O)N2CCOCC2)s1)N1CCN(S(=O)(=O)c2ccccc2[N+](=O)[O-])CC1,0.2,0.9,-0.9,-0.2,-1.6,0.2,-3,-37,2,-0.2,4
COc1cccc(NC(=O)CN(C)CC(=O)Nc2ccc3c(c2)CCC3)c1,-0.3,1.1,-1.3,-1.6,-0.7,-0.3,1,-23,0,-0.8,-5
O=C1OC(c2cccs2)Sc2ccccc21 (stereo unspecified),.,.,-1.2,0.6,-0.1,-0.8,-1,0,-1,0.7,-3
CN(C(=O)c1ccc(S(=O)(=O)c2cccc(Cl)c2)c([N+](=O)[O-])c1)C1CCCCC1,-1.5,-1.7,-1.0,-0.3,0.1,-0.2,-7,0,-3,2.0,-2
CNc1ccc(C(=O)OCC(=O)NCc2ccc3c(c2)OCO3)cc1[N+](=O)[O-],-0.3,1.3,-1.1,-1.8,1.7,-1.1,-2,4,-4,1.9,-5
COC(=O)[C@@]1(Cc2ccc(F)cc2)[C@H]2c3cc(C(=O)N(C)C)n(CCc4ccc(OC)c(Br)c4)c3C[C@H]2CN1C(=O)c1ccccc1,-0.3,-3.6,-1.8,-3.2,-0.2,0.4,-2,-13,-10,-0.6,-9
COc1ccc(NS(=O)(=O)c2ccc(NN=Cc3ccc(C(=O)O)cc3)c([N+](=O)[O-])c2)cc1,.,.,-1.5,-2.8,-0.8,0.2,-5,14,2,-0.4,-1
O=C(O)CCn1c(C2CCCCC2)nc2ccccc21,0.1,-1.9,-0.7,0.0,-0.5,0.8,-2,3,-2,0.2,10
CCn1c(SCC(=O)Nc2ccc(OC)c(OC)c2)nnc1-c1cnccn1,1.6,-0.4,-1.2,-0.8,-0.4,-0.3,-3,5,1,0.3,1
COc1cc(/C=C/C(=O)Nc2nnc(C(C)(C)C)s2)cc(OC)c1OC,-0.6,1.9,-1.9,-2.0,1.2,-4.4,-1,-4,-4,-1.1,-6

One compound at a time (already shown). Values in the order: DAX1 inh-1	GAA850 FXN act	ssDAF12 agonist	hgDAF12 agonist	DAX1 inh-2	KLK7 zymogen act	SMARCA2 act	HGIII-sPLA2 inh	NPR1 activator	hcDAF-12 act	GC-B act
O=C1OC(c2cccs2)Sc2ccccc21 (stereo unspecified) as listed: .	.	-1.2	0.6	-0.1	-0.8	-1	0	-1	0.7	-3
COc1cc(/C=C/C(=O)Nc2nnc(C(C)(C)C)s2)cc(OC)c1OC as listed: -0.6	1.9	-1.9	-2.0	1.2	-4.4	-1	-4	-4	-1.1	-6

Following part
molecule,DAX1 inh-1,GAA850 FXN act,ssDAF12 agonist,hgDAF12 agonist,DAX1 inh-2,KLK7 zymogen act,SMARCA2 act,HGIII-sPLA2 inh,NPR1 activator,hcDAF-12 act,GC-B act
Cc1ccc2c(c1)c1c3n2CCN(CC#N)C3CCC1 (stereo unspecified),6.5*,0.8,-0.8,2.1,0.6,0.6,-2,22*,1,0.0,-2
COc1ccc(-c2csc(NC(=O)CCn3cnc4ccccc4c3=O)n2)cc1OC,-1.8,-6.0,-1.9,-3.7,-1.5,0.3,-2,-9,4,-2.4,-3
COC(=O)[C@]1(Sc2ccccc2)CC(=O)N[C@@H]1c1ccccc1,.,.,-0.2,1.5,0.6,-0.1,-3,4,0,1.0,-3
CC(C)OCCCNC(=O)C1CC(=O)N(CCc2ccc(F)cc2)C1 (stereo unspecified),-1.4,0.1,-1.3,-0.4,-0.1,0.0,1,0,-1,-2.5,-2
CO[C@H]1[C@@H]2C=CO[C@@H](O[C@H]3O[C@@H](CO)[C@H](O)[C@@H](O)[C@@H]3O)[C@@H]2[C@@]2(CO)O[C@@H]12,2.4,-1.1,-1.3,3.2,0.4,-0.5,3,1,1,1.4,-1
O=C(Nc1ccccc1)C1CCOC1=O (stereo unspecified),.,0.5,-0.9,-1.6,-0.8,0.5,8,-11,0,-1.2,6
O=C(COC(=O)c1ccc(S(=O)(=O)NCc2ccco2)cc1)NCCC1=CCCCC1,2.0,0.1,-0.6,1.4,-0.4,0.7,-2,-1,2,-0.6,-1
CCN(CC)c1ccc(C=Nn2c(C)nnc2C)cc1,.,.,-1.8,0.1,-1.4,-0.3,-6,10,-1,0.4,4
COc1cc(S(=O)(=O)N2CCN3CCCC3C2)ccc1-n1cnnn1 (stereo unspecified),-0.9,4.3,-1.1,-0.9,-0.1,-0.3,-1,0,-3,-0.5,0
Cn1ncc2c(Nc3ccc(Cl)cc3)ncnc21,0.1,3.5,-1.7,2.3,-0.3,-0.1,0,2,2,0.2,-6
O=C(N[C@@H](Cc1ccccc1)C(=O)N1CCC2(CC1)NCCc1[nH]cnc12)c1cccc(Br)c1,0.7,-1.7,-1.5,-0.1,0.1,-0.3,-1,-5,1,1.7,-3
O=C(C[n+]1cc(-c2ccc(Br)cc2)n2c1CCCCC2)c1ccccc1,-0.3,2.7,-1.6,0.0,-0.4,0.6,-3,-27,2,-1.2,4
Clc1ccc(-c2nnc3n2N=C(c2ccc(-c4ccccc4)cc2)CS3)c(Cl)c1,.,.,-1.8,4.7,-3.4,-0.1,-6,3,-6,-2.4,-9
CCOc1ccc(S(=O)(=O)Nc2ccc(S(=O)(=O)Nc3cc(OC)ccc3OC)cc2)cc1,0.4,-0.7,-1.1,0.2,-0.3,0.1,2,-52,0,-0.6,-3
O=C(C(c1ccccc1)c1ccccc1)N1CCOCC1,0.5,-0.5,-1.0,3.4,-1.1,0.5,-2,4,0,-0.6,2
CC(NC(=O)/C(=C\c1cccc([N+](=O)[O-])c1)NC(=O)c1ccco1)C(=O)O (stereo unspecified),-0.1,-0.8,-0.5,0.8,0.0,-0.5,-1,3,-1,1.1,13
COc1cccc(-c2nc(CS(=O)CC(=O)NCCc3ccc(C)cc3)c(C)o2)c1 (stereo unspecified),-0.7,1.5,-0.8,0.8,-0.6,0.0,-4,-10,4,-3.3,2
C=CCOn1c(=O)c(-c2ccc(Cl)cc2)[n+]([O-])c2ccccc21,0.3,-0.6,-1.0,-0.9,-0.1,1.4,-1,6,3,1.4,4
CCN(Cc1nc(-c2ccc(Cl)cc2)no1)CC1CCCO1 (stereo unspecified),0.1,3.5,-1.7,1.7,0.1,1.2,1,0,1,-0.5,3
COc1ccc(-c2oc3c(OC)c(OC)c(OC)c(O)c3c(=O)c2OC)cc1OC,-3.6,1.7,-0.6,2.9,-0.5,12,0,-14,15,1.1,6
